EWS-Fli inh = EWS/Fli transcriptional activity inhibition | A673 NR0B1-luciferase reporter, viability-normalised | inhibition, % at 12.6 µM | 0.67% of 350,000 active | AID 651661;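 active means mean inhibition of at least 50% after viability correction, with every replicate also passing that limit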;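 further: firefly luciferase signal divided by Alamar Blue viability fluorescence both relative to DMSO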
miR122 inh = miR-122 inhibition in Huh7 cells | Huh7 miR-122 Renilla luciferase sensor, 48 h; neutral wells = 0, positive control = 100 | activation (reporter increase), % at 12.5 µM | 0.3% of 340,000 active | AID 602342;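 active means mean replicate activation score at least 90 and every replicate individually at or above 90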;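 further: higher luciferase means less miR-122 activity so hits act as miR-122 inhibitors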
LGR2 antag = Drosophila LGR2 receptor signaling inhibition | HEK293 LGR2, CRE-luciferase, bursicon-stimulated, 4 h | inhibition, % at 9.99 µM | 0.35% of 380,000 active;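 active means drop in luminescence signal, shown as inhibition above about 50% in the replicate tests, limit read from the data, passing the limit was not always enough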;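 further: agonist challenge used bursicon conditioned medium at about half maximal strength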
Casp6 inh = inhibitors of human caspase-6; inhibition, % at 12.5 µM; purified caspase-6, Z-VEID-R110 cleavage fluorescence; 0.53% of 350,000 active;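 active means mean inhibition across replicates at least about 35%, with every replicate also reaching that limit, limit read from the data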;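 further: 0% = median of neutral control wells and 100% = no fluorescence left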
Target sequence (P55212 24-179 limits assumed): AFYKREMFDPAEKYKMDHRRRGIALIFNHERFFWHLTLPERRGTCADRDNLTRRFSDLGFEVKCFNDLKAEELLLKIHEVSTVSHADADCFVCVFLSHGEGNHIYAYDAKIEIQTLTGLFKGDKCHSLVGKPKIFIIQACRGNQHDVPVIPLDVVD
Target sequence (P55212 194-293 limits assumed): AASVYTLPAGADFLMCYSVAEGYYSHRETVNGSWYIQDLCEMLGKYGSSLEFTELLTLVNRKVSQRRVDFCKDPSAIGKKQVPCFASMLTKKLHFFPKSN
PAX8 reporter = lowers PAX8-driven luciferase in RMG-I cells; RMG-I TPO-luciferase reporter, SteadyGlo, 24 h; inhibition, % at 12.6 µM; 1.2% of 360,000 active; AID 652154;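 active means mean replicate inhibition at least 60% with every replicate also reaching 60%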;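 further: luciferase light reporting Pax8 driven TPO promoter activity; plate controls were median of neutral control wells for no effect and mitoxantrone controls for full effect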
Cneo AK release = Cryptococcus neoformans lysis via adenylate kinase release | 0.2% of 360,000 active | C. neoformans lysis, adenylate kinase release luminescence, 4 h; normalised: neutral wells 0, clomiphene wells 100 | lysis activity, % at 15 µM;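 active means mean lysis activity across replicates of at least 80%, whatever share of replicates individually reach that level; inactive means mean lysis activity below 80%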
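Material: C. neoformans cells; Schedule: 4 h static compound exposure, 37 °C, read 1 h post-reagent; Measured by: adenylate kinase release luminescence; Read-out: signal increase indicating cell lysis; Controls: Clomiphene as positive lysis control.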
PGC1a acetyl inh = PGC1a acetylation modulation, inhibitor mode. inhibition, % at 15.6 µM. 0.17% of 350,000 active. AID 651687. U2OS PGC1a acetylation, AlphaScreen anti-acetyl-lysine; with virally co-expressed GCN5 acetyltransferase;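 active means every replicate shows inhibition of at least 40%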;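 further: 0% = neutral control wells and 100% = positive control wells; some results beyond the cut were filed as inactive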
FN deposit inh = fibronectin deposition inhibition | 0.086% of 350,000 active | inhibition, % at 12.6 µM | AH1F fibroblasts, Alexa488-fibronectin deposition fluorescence, overnight;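 active means mean inhibition across replicates of 30% or more, regardless of how many single replicates reach that level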;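 further: positive control wells lacked labelled fibronectin entirely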
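Material: AH1F fibroblast monolayer depositing Alexa488-labelled fibronectin into matrix / Amount: 10000 AH1F cells per well / Signal: fluorescence 485/525 nm / Medium: DMEM, 2% serum / Compound: single dose, pinned / Incubation: 1 h cell adhesion before compound, then overnight fibronectin incubation / Reagent: Alexa488-FN, 24 nM final / Read-out: inhibition of fibronectin deposition signal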
* marks the source's active call; other numbers are inactive results; nt = not tested or not shown; [ ] = dose if it differs, or a comment.

SMILES	EWS-Fli inh	miR122 inh	LGR2 antag	Casp6 inh	PAX8 reporter	Cneo AK release	PGC1a acetyl inh	FN deposit inh
CC(C)(C)CN1CCN(Cc2nc(-c3ccc(F)cc3)cs2)CC1CCO (configuration not stated)	18	-8	12	-3	26	2	nt	-4
Cc1ccc(O)c(C2=Nc3ccccc3C2(C)C)c1	-121	-1	-59	0	-125	-2	-4	2
O=C(NCc1ccco1)c1cc(-c2ccc(Cl)cc2)on1	nt	-2	-37	nt	nt	0	-29	nt
COc1ccc(C(=O)Nc2cccc(-c3cnc4ccccc4n3)c2)cc1	nt	17	nt	nt	nt	-2	1	-2
CCOc1ccc(C(=O)/C=C/c2cn(CN3CCN(C)CC3)c3ccccc23)cc1	-16	-6	-64	-8	nt	-2	2	nt
O=C1CCN(Cc2ccccc2)C=C1C(=O)c1ccccc1	-17	nt	nt	1	-23	0	nt	-1
CN(C)c1ccc(/C=C(\NC(=O)c2ccccc2)C(=O)NCCCN2CCOCC2)cc1	1	2	1	-9	8	1	-3	6
CCN(CC)C(=O)COc1ccc(C=O)cc1OC	-5	1	10	-2	24	0	5	5
COCCn1c(=O)[nH]c2cc(C(=O)Nc3nnc(C)s3)ccc21	-36	6	9	-1	-96	-13	2	-4
C[C@@H]1CN([C@H](C)CO)C(=O)c2cccc(NC(=O)C3CC3)c2O[C@@H]1CN(C)C	2	24[16.7 µM]	13	0	-18	74	8	nt
Cc1cc(NC(=O)COC(=O)CCS(=O)(=O)c2cc(Cl)ccc2Cl)no1	-11	9	6	3	-20	-1	-6	6
C[C@@H]1CCCCO[C@H](CN(C)C(=O)Nc2ccccc2)[C@H](C)CN([C@@H](C)CO)C(=O)c2cc(NC(=O)C3CCCCC3)ccc2O1	-2	0[16.7 µM]	nt	2	7	1	-3	nt
COc1ccc(S(=O)(=O)Nc2ccc3c(c2)C(=O)N([C@@H](C)CO)C[C@H](C)[C@@H](CN(C)C(=O)NC2CCCCC2)O3)cc1	1	-2[16.7 µM]	-16	-2	nt	-3	-3	-15
CC(C)(C)OC(=O)NC1CNNC1=O (configuration not stated)	-5	1	1	4	3	-1	5	4
CCOC(=O)C1=C(C)N=c2sc(=Cc3cc(Cl)c(OCC(=O)O)c(Cl)c3)c(=O)n2C1c1cccc(OC)c1 (configuration not stated)	12	-5	2	38*	1	-2	nt	8
COc1ccc(C(=O)Nc2ccccc2N2CCOCC2)cc1S(=O)(=O)N1CCOCC1	2	15	-31	1	8	0	-12	6
COc1ccc(OC)c(S(=O)(=O)N2CCN(C(=O)CCc3ccccc3)CC2)c1	-3	-6	0	2	18	-4	4	12
COc1ccc(-c2nn(-c3ccccc3)cc2CN(C)CCn2ccnc2C)c(F)c1	8	15	7	-6	9	0	-4	10
COc1cc(CN2CCNC(=O)C2CC(=O)N2CCc3ccccc3C2)cc(OC)c1 (configuration not stated)	-8	-1	5	2	19	1	-1	7
CCOC(=O)CN(C(=O)CSc1nnnn1C)c1ccccc1	0	2	3	0	16	0	-8	6
CC(C)CNC(=O)C1CCN(CC2CCCCC2)CC1	-3	-1	-6	1	-20	-1	nt	3
O=C(CCNC(=O)c1ccc([N+](=O)[O-])cc1)Oc1ccc(F)c(F)c1	5	2	-1	-3	-3	-1	5	7
C[C@@H]1CCCCO[C@H](CN(C)S(=O)(=O)c2ccc(F)cc2)[C@@H](C)CN([C@@H](C)CO)C(=O)c2cc(NS(=O)(=O)c3cn(C)cn3)ccc2O1	1	48[16.7 µM]	2	-1	-15	3	-16	-12
CC(C)C(=O)N1CCN(c2ccccc2NC(=O)COc2ccc(C3CCCCC3)cc2)CC1	11	-5	22	-1	17	0	-10	nt
COc1ccc(S(=O)(=O)N2CCOC23CCN(S(=O)(=O)c2cc(C)ccc2C)CC3)cc1	18	-7	6	1	8	0	2	-2
O=C(NCC1CCCC(CNC(=O)Nc2ccc(Cl)cn2)C1)Nc1ccc(Cl)cn1 (configuration not stated)	4	-4	9	-1	34	nt	nt	4
O=c1oc(C2(O)CCCCC2)cc2ccc(-c3ccc4[nH]ccc4c3)cc12	-114	3	nt	-3	-65	0	-4	-3
O=C(c1ccncc1)N1CC[C@@H]2[C@@H](CO)Nc3ccc(-c4ccc(F)cc4)cc3[C@@H]21	5	-6[16.7 µM]	22	nt	-16	5	-8	-4
CCCC(=O)OC[C@H]1CN(C2CCCC2)S(=O)(=O)c2c(Oc3ccc(F)cc3OC)cccc2O1	-8	nt	-8	-1	-4	nt	nt	-11
CCOC(=O)C1(C)CCN1C(=O)c1cc(C)n(C(C)(C)C)n1 (configuration not stated)	-1	0	3	1	-31	-3	-9	1

Taken from above:
For PAX8 reporter, `CCOC(=O)CN(C(=O)CSc1nnnn1C)c1ccccc1` is entered as 16
For LGR2 antag, `C[C@@H]1CCCCO[C@H](CN(C)S(=O)(=O)c2ccc(F)cc2)[C@@H](C)CN([C@@H](C)CO)C(=O)c2cc(NS(=O)(=O)c3cn(C)cn3)ccc2O1` is entered as 2

Among those listed so far, these contain a tert-butyl group.
SMILES	EWS-Fli inh	miR122 inh	LGR2 antag	Casp6 inh	PAX8 reporter	Cneo AK release	PGC1a acetyl inh	FN deposit inh
CC(C)(C)CN1CCN(Cc2nc(-c3ccc(F)cc3)cs2)CC1CCO (configuration not stated)	18	-8	12	-3	26	2	nt	-4
CC(C)(C)OC(=O)NC1CNNC1=O (configuration not stated)	-5	1	1	4	3	-1	5	4
CCOC(=O)C1(C)CCN1C(=O)c1cc(C)n(C(C)(C)C)n1 (configuration not stated)	-1	0	3	1	-31	-3	-9	1

Other entries follow:
SMILES	EWS-Fli inh	miR122 inh	LGR2 antag	Casp6 inh	PAX8 reporter	Cneo AK release	PGC1a acetyl inh	FN deposit inh
COCC(=O)N1[C@H](C#N)[C@H](c2ccccc2-c2cccc(C)c2)[C@@H]1CO	7	nt	-6	nt	nt	nt	4	-7
C=CCN(C(=O)OC(C)(C)C)S(=O)(=O)NCc1ccccc1	-12	-3	-5	-2	0	-4	0	8
O=C(CCn1c(=O)oc2ccccc21)Nc1cccc(Cl)c1	-4	-2	4	0	9	-2	nt	1
NNC(=O)Cn1cnc2ccccc21	-2	nt	22	2	-5	nt	nt	-1
Cc1ccc(S(=O)(=O)N2CCCCC2)cc1NC(=O)CCNC(=O)c1ccccc1Cl	-1	3	16	1	-20	1	14	5
CC(=O)Nc1ccc(CN2CCCC(C(=O)c3cccc(C(F)(F)F)c3)C2)cc1 (configuration not stated)	-5	nt	5	-4	-12	nt	nt	-13
O=c1oc2cc(O)ccc2cc1-c1ccccc1	-69	2	-34	0	-185	-5	5	-4
COCCCNC(=O)CN1C(=O)COc2ccc(S(=O)(=O)N3CCCCCC3)cc21	nt	-2	-6	1	7	-2	-3	-7
O=C(Nc1ccc(S(=O)(=O)N2CCCCC2)cc1)C1CC(=O)N(Cc2ccccc2)C1 (configuration not stated)	7	-3	-23	1	-14	2	0	-2
CC(C)c1[nH]nc2c1C(Cc1ccccc1)C(C#N)=C(N)O2 (configuration not stated)	nt	-5	nt	nt	11	0	10	1
O=C(/C=C/[C@H]1O[C@@H](n2ccc(=O)[nH]c2=O)[C@H](O)[C@@H]1O)NC(c1ccccc1)c1ccccc1	-8	4	-18	4	-18	-2	-1	3
c1ccc2c(c1)CN1C(=N2)COc2ccccc2C1c1nc2ccccc2[nH]1 (configuration not stated)	-98	nt	-70	0	-35	nt	nt	6
CNCC(O)Cn1c(C(F)(F)F)nc2ccccc21 (configuration not stated)	nt	-8	-3	-1	nt	-2	5	nt
CSc1ccc(CN2CCC(C)(Oc3cnc(Cl)c4ccccc34)C2)cc1 (configuration not stated)	13	3	-4	11	3	-1	nt	4
Cc1nnc(SC(C)C(=O)Nc2nccs2)s1 (configuration not stated)	9	10	10	6	-12	nt	nt	-3
COc1ccc(C2=NN(CN3C(=O)C(=O)c4ccccc43)C(c3cccc([N+](=O)[O-])c3)C2)cc1 (configuration not stated)	-11	nt	nt	-2	-28	nt	nt	0
c1csc(CNc2ncnc3ccc(-c4ccoc4)cc23)c1	-9	1	45	2	-5	-8	50*	-2
CC(C)(C)C1CCC(C(=O)Nc2cccnc2)CC1 (configuration not stated)	4	1	-8	1	1	1	10	1
Nc1ncnc2c1ncn2[C@@H]1O[C@H](CO)[C@@H](O)[C@@H]1O	7	1	-25	-5	11	1	11	9
CC1CCCCC12NC(=O)N(CC(=O)NC(=O)NCc1ccco1)C2=O (configuration not stated)	nt	1	nt	nt	7	0	-4	2
Cc1nn(-c2ccccc2)c(C)c1C(=O)OCC(=O)Nc1ccccc1C(F)(F)F	-55	nt	-52	1	-27	-3	-6	-7
O=C(Cn1nnc(-c2cccs2)n1)Nc1ccccc1C(F)(F)F	-1	7	-9	-2	-4	nt	nt	-14
COc1ccc(S(=O)(=O)N[C@H]2C=C[C@@H](CC(=O)O)O[C@H]2CO)cc1	-6	nt	-1	2	-3	1	-15	1
CC1=C(C(=O)OC(C)C)C(c2ccc(Cl)cc2)n2c(sc(=Cc3ccc(OCC(=O)O)cc3)c2=O)=N1 (configuration not stated)	5	-2	-7	33	-3	-2	nt	7
O=C(Nc1ccc(Cl)cc1)OCc1cncs1	nt	-1	-25	nt	nt	-1	1	nt
Cc1c(C(=O)N(Cc2ccc(N(C)C)cc2)CC2CCCO2)oc2ccccc12 (configuration not stated)	6	1	3	3	9	0	-4	1
COc1ccc(OC)c(NC(=O)Nc2ccc3c(c2)CCC3)c1	-12	nt	2	-2	-22	-1	nt	nt
CN(CC(=O)Nc1ccc(S(N)(=O)=O)cc1)Cc1ccccc1F	-11	4	1	-1	-29	nt	18	-1
CC(C)CCn1c(SCC(=O)OCn2nnc3ccccc3c2=O)nc2ccccc2c1=O	nt	-3	-3	nt	nt	-1	3	nt
COCc1nnc(NC(=O)c2ccc(S(=O)(=O)N3CCCc4ccccc43)cc2)o1	23	nt	4	4	10	nt	nt	9
C[C@H](CO)N1C[C@H](C)[C@@H](CN(C)CC2CCCCC2)Oc2ccc(NC(=O)c3ccncc3)cc2CC1=O	2	41[16.7 µM]	7	2	nt	10	3	nt
